Source: PubChem BioAssay
PAFAH1B2 FP inh: PAFAH1B2 enzyme inhibitors, primary screen, biochemical, fluorescence polarization, human; recombinant PAFAH1B2, FP-rhodamine activity probe; inhibition, % at 3.39 µM; hit rate 1.2% among 340,000;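 active = inhibition above the mean of all tested compounds plus 3 SD, cut at about 24% in these data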;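 note: 0% = enzyme with DMSO and 100% = wells lacking PAFAH1B2; many of its hits are not listed in these tables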
LYPLA1 inh: LYPLA1 inhibitors, primary screen, counter-screen for PME1 inhibitor project, biochemical, fluorescence polarization, FP-Rh probe ABPP; AID 2174, 2009; inhibition, % at 5.9 µM; hit rate 0.16% among 320,000; recombinant LYPLA1;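 active = inhibition above the mean of all tested compounds plus 3 SD, set per campaign, cut at about 14% in these data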;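 note: inhibitors block serine hydrolase probe labeling of LYPLA1 so polarization falls; 0% = enzyme with DMSO and 100% = wells lacking LYPLA1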
PAFAH1B3 FP inh: PAFAH1B3 enzyme inhibitors, primary screen, biochemical, fluorescence polarization, human | Platelet-activating factor acetylhydrolase IB subunit alpha1 (Homo sapiens), Q15102 | recombinant PAFAH1B3, FP-rhodamine probe | inhibition, % at 3.39 µM | hit rate 0.28% among 340,000 | AID 492972, 2010;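 active = inhibition above the screen-wide average of all tested compounds plus 3 SD, cut at about 25% in these data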;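 note: 0% = enzyme with DMSO only and 100% = wells lacking PAFAH1B3 protein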
Target sequence (Q15102 whole entry, looked up): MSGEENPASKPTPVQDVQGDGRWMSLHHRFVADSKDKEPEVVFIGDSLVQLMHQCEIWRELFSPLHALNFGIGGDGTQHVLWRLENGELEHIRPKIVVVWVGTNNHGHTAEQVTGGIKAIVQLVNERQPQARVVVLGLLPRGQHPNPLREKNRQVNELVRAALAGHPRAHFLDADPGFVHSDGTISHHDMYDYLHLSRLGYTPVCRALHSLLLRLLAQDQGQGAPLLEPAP
PAD4 inh: human PAD4 inhibitors, primary screen, biochemical, fluorescence polarization, 1536-well format; Protein-arginine deiminase type-4 (Homo sapiens), Q9UM07; recombinant PAD4, RCA probe fluorescence polarization; inhibition, % at 6.36 µM; hit rate 0.41% among 330,000; AID 485272, 2010;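 active = percent inhibition above a cutoff equal to the mean of all tested compounds plus 3 SD, cut at about 15% in these data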;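 note: 0% = PAD4 with RCA probe and DMSO and 100% = probe without PAD4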
GSTO1 inh: inhibitors of recombinant GSTO1, primary screen, counter-screen for RBBP9 inhibitor project, biochemical, fluorescence polarization. activity-based probe fluorescence polarization. inhibition, % at 5.96 µM. AID 1974, 2009. hit rate 1.1% among 300,000;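 active = inhibition above the campaign mean inhibition plus 3 SD, cut at about 35% in these data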;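 note: 0% = GSTO1-1 with DMSO and 100% = wells lacking GSTO1-1 enzyme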
pPAFAH FP inh: pPAFAH enzyme inhibitors, primary screen, biochemical, fluorescence polarization, human | inhibition, % at 3.39 µM | hit rate 1.5% among 330,000 | recombinant pPAFAH, FP-rhodamine probe fluorescence polarization | Platelet-activating factor acetylhydrolase (Homo sapiens), Q13093;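 active = inhibition above the mean inhibition across the screen plus 3 SD, cut at about 25% in these data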;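 note: inhibitors block binding of the rhodamine activity-based probe so polarization drops; 0% = enzyme with DMSO and 100% = wells lacking pPAFAH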
Target sequence (Q13093 whole entry, looked up): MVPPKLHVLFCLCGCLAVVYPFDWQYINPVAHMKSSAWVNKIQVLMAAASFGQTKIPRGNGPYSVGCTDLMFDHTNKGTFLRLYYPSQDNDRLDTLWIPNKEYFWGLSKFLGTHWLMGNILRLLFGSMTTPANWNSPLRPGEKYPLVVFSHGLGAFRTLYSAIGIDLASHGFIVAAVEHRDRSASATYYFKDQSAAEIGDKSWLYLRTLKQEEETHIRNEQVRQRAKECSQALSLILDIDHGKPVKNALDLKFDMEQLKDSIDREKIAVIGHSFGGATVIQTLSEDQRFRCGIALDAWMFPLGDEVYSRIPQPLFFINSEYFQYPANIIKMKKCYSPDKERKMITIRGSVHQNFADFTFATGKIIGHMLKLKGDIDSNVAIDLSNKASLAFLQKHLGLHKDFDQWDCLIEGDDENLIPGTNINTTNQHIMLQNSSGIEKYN
PREPL inh: PREPL enzyme inhibitors, primary screen, biochemical, fluorescence polarization; hit rate 0.68% among 320,000; recombinant PREPL, fluorescence polarization activity-based probe; inhibition, % at 5.96 µM; Prolyl endopeptidase-like (Homo sapiens), Q4J6C6; in the data active = inhibition above about 43%;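 note: 0% = enzyme with DMSO and 100% = wells lacking enzyme; many of its hits are not listed in these tables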
LYPLA2 counter: LYPLA2 inhibitors, primary screen, counter-screen for PME1 inhibitor project, biochemical, fluorescence polarization, FP-Rh probe ABPP. inhibition, % at 5.9 µM. AID 2177, 2009. hit rate 0.38% among 320,000. recombinant LYPLA2;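 active = inhibition above the screen-wide mean plus 3 SD, limit set per campaign, cut at about 26% in these data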;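 note: 0% = LYPLA2 with DMSO and 100% = wells lacking LYPLA2 enzyme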
Target sequence (O95372 whole entry, looked up): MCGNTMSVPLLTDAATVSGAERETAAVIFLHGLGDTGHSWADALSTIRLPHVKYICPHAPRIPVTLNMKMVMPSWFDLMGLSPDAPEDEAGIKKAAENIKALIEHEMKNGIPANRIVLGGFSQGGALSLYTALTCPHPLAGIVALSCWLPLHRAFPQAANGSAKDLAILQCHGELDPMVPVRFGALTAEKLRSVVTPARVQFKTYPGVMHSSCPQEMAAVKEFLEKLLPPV
PAFAH2 FP inh: PAFAH2 enzyme inhibitors, primary screen, biochemical, fluorescence polarization, human. hit rate 0.99% among 340,000. inhibition, % at 3.39 µM. recombinant PAFAH2, FP-rhodamine activity probe;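 active = inhibition above the mean over all tested compounds plus 3 SD, cut at about 30% in these data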;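 note: inhibitors block probe labeling of enzyme so polarization drops; 0% = enzyme with DMSO and 100% = wells lacking PAFAH2 protein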
Numbers without * were called inactive; · = no result given.

Start of the listing, in advance, 2 compounds:
SMILES | PAFAH1B2 FP inh | LYPLA1 inh | PAFAH1B3 FP inh | PAD4 inh | GSTO1 inh | pPAFAH FP inh | PREPL inh | LYPLA2 counter | PAFAH2 FP inh
CC1(C(=O)N2CC3(CC(c4cccc(NC(=O)CC(c5ccccc5)c5ccccc5)c4)=NO3)C[C@@H]2C(N)=O)CC1 (some centres undefined) | 1 | -6 | 5 | -1 | -1 | 3 | 12 | -7 | -5
CSc1ccc(/C=N/NC(=O)c2cccs2)cc1 | · | 0 | · | 5 | -18 | -2 | 9 | 7 | ·

The whole of this part, previewed entries included:
SMILES | PAFAH1B2 FP inh | LYPLA1 inh | PAFAH1B3 FP inh | PAD4 inh | GSTO1 inh | pPAFAH FP inh | PREPL inh | LYPLA2 counter | PAFAH2 FP inh
CC1(C(=O)N2CC3(CC(c4cccc(NC(=O)CC(c5ccccc5)c5ccccc5)c4)=NO3)C[C@@H]2C(N)=O)CC1 (some centres undefined) | 1 | -6 | 5 | -1 | -1 | 3 | 12 | -7 | -5
CSc1ccc(/C=N/NC(=O)c2cccs2)cc1 | · | 0 | · | 5 | -18 | -2 | 9 | 7 | ·
Cc1cccc2c(N=O)c(O)n(CCc3ccccc3)c12 | -11 | -10 | -31 | 1 | 1 | -25 | -26 | -25 | -30
COc1ccccc1N1CCN(C(=O)CSc2nc3ccccc3nc2N2CCC(C)CC2)CC1 | -3 | -3 | 3 | 0 | 2 | 6 | 15 | -7 | -3
COc1ccc(/C=N/Nc2ncnc3c2[nH]c2ccc(C)cc23)c(OC)c1OC | · | -4 | · | 0 | 26 | 8 | 2 | 2 | ·
CC(C)(C)C#CCn1c(/C=[N+](\[O-])C2CCCCC2)nc2ccccc21 | -2 | -2 | -7 | -1 | -1 | 1 | -4 | -2 | -1
O=C(Oc1cccc(NC2=NS(=O)(=O)c3ccccc32)c1)c1cccnc1 | 4 | -3 | -4 | 0 | -3 | 3 | -5 | -8 | -2
CCCCC(=O)N1CCCC(C(=O)OCC)C1 (centres undefined) | -2 | 5 | 3 | -4 | -1 | 0 | 6 | -1 | -12
Cc1ccc(C)c(S(=O)(=O)N2CCCC2CNC(=O)C(=O)NCc2ccccc2)c1 (centres undefined) | 12 | 0 | -2 | -1 | 2 | 6 | 2 | -7 | 2
O=C(NCC(O)c1ccccc1)c1cccc(S(=O)(=O)N2CCOCC2)c1 (centres undefined) | 3 | -1 | 4 | -2 | 3 | 4 | 2 | 2 | 3
COc1ccc(OC)c(NC2c3ncccc3C(=O)N2Cc2ccco2)c1 (centres undefined) | 4 | 1 | -1 | -3 | 5 | 3 | 12 | 4 | 7
COc1ccc([C@H]2CC(=O)C=C(c3cc(C=O)ccc3OC)C2)cc1OC | 10 | 5 | 15 | -3 | · | 1 | 4 | 3 | 14
COc1ccc(NC(=O)C2CC(=O)n3c(nc4ccccc43)N2)cc1 (centres undefined) | 3 | 3 | -1 | 5 | 3 | 4 | 4 | 2 | 0
c1ccc(C2C3=C(CCCC3)Nc3ncnn32)cc1 (centres undefined) | 2 | 1 | 8 | 0 | 8 | -1 | 1 | 2 | 0
Cc1cc(NC(=O)C(C)SCC(=O)OCC(=O)N(Cc2ccccc2)C(C)(C)C)no1 (centres undefined) | 4 | 5 | 2 | -7 | 0 | 2 | 2 | 4 | 3
O=C(NCCc1ccncc1)Nc1ccccc1Cl | 0 | 1 | 14 | -5 | -7 | 7 | 2 | 7 | 0
Cc1ccnc(Sc2nc3c(c(=O)[nH]c(=O)n3C)n2CCCc2ccccc2)n1 | 7 | -2 | 14 | -3 | -9 | 5 | 40 | 3 | 5
Cc1cccc(CSC2=NCCN2C(=O)c2ccco2)c1 | 6 | 2 | 8 | -1 | 2 | 7 | 8 | 1 | -1
COC(=O)c1cc(C(=O)N(Cc2ccccc2)c2ccccn2)cc([N+](=O)[O-])c1 | 0 | 1 | 8 | -4 | -2 | 0 | 2 | 1 | -4
CN1CCN(C(=S)Nc2ccc(Oc3ccccc3)cc2)CC1 | -3 | -5 | 7 | -4 | -2 | -1 | 3 | 4 | 9
COc1cc2c(cc1OC)C(Nc1ccc(S(N)(=O)=O)cc1)=NC(C)(C)C2 | 3 | -7 | 6 | -1 | -2 | -1 | 6 | -3 | -2
COC(=O)COc1ccc(NC(=O)c2ccco2)cc1 | -3 | 2 | 3 | 2 | 8 | 2 | -6 | 0 | -7
CC(C)=C1SC(N2CCN(c3ccc(Cl)cc3)CC2)=NC1=O | 20 | 0 | 9 | 1 | -1 | 6 | 50* | -4 | 1
CCCCn1nnnc1NCc1cc(OC)c(OC)c(OC)c1 | 4 | -1 | 3 | -2 | -8 | -3 | 3 | -1 | 4
COCCCNC(=O)c1ccc(CS(=O)(=O)Cc2cccc(C)c2)o1 | 4 | -2 | 14 | 3 | 3 | 5 | -11 | 4 | 0
Cc1ccc2c(c1)c(C1=c3ccccc3=NC1=O)c(O)n2C | 3 | 1 | -4 | -2 | 4 | 4 | -4 | 4 | -2
CCC(C)n1c(C)nc2c(c1=O)c1nc3ccccc3nc1n2CCC1=CCCCC1 (centres undefined) | -3 | -5 | -6 | 5 | 0 | -1 | 17 | -5 | -3
CC(=O)Nc1cc(NC(=O)CCCC(=O)O)ccc1Cl | 2 | 1 | 8 | -3 | 6 | 4 | -2 | -1 | 8
O=c1cc(N2CCOCC2)cnn1-c1ccccc1 | 1 | -1 | -1 | -6 | 1 | 3 | 8 | 2 | -1
O=C(O)/C(=C\c1ccco1)NC(=O)c1ccccc1 | 4 | -2 | -3 | -1 | 6 | 12 | -2 | 6 | 0
O=C1NC(Cc2c[nH]c3ccccc23)C(=O)N1c1ccc(F)cc1 (centres undefined) | -1 | -3 | -1 | -8 | 2 | -5 | 12 | -6 | -7
COc1ccc(S(=O)(=O)Nc2ccc3c(c2)C(=O)N([C@H](C)CO)C[C@@H](C)[C@@H](CN(C)S(=O)(=O)c2ccc(Cl)cc2)O3)cc1 | 17 | · | 2 | 5 | · | 7 | 23 | · | 4
C=C(C)CNC(=S)NNC(=O)CCn1c2cc(Cl)ccc2c2ccc(Cl)cc21 | 7 | -11 | 4 | -4 | -2 | 21 | 5 | -12 | -21
CCN(CC)C(=O)Cn1cc(C(=O)C(=O)NCC2COc3ccccc3O2)c2ccccc21 (centres undefined) | -1 | -1 | -3 | -1 | 4 | 5 | -17 | 0 | -4
CC(NC(=O)/C=C/c1ccc(Br)cc1)c1ccc(Cl)cc1 (centres undefined) | 13 | 1 | 0 | -9 | -5 | -12 | 5 | -5 | 2
Cc1cc(OCC(=O)Nc2ccncc2)ccc1[N+](=O)[O-] | 4 | -3 | 3 | 3 | 6 | 2 | 1 | 2 | 0
Cc1cccc(N/C(N)=N/c2nc(C)cc(C)n2)c1 | -1 | -2 | 6 | -5 | 0 | -2 | 16 | 0 | 3
CCC1(CC)NC(=O)N(CC(=O)OCC(=O)Nc2ccc(C(F)(F)F)cc2)C1=O | 5 | -5 | 10 | 0 | 12 | 0 | 10 | -7 | 0
CCOc1cccc(/C=N/NS(=O)(=O)c2ccc(C)c([N+](=O)[O-])c2)c1O | 4 | 0 | 10 | 3 | 7 | 3 | -7 | -2 | 2
C[n+]1cc[nH]c1SCC(=O)c1ccccc1 | 0 | -2 | 6 | 3 | -2 | 1 | 6 | -1 | 0
COc1ccc(OCc2cc(C(=O)NC(C)Cc3cccnc3)no2)c(Cl)c1 (centres undefined) | 4 | 4 | 9 | -3 | 5 | 7 | -7 | -4 | 2
CC(C)c1ccc(NC(=O)COc2ccc(F)cc2C(=O)c2cnn(-c3ccccc3)c2)cc1 | 2 | 0 | 4 | -6 | -4 | -3 | 11 | 3 | -15
O=C(NCc1cccs1)c1cc(-c2ccccn2)nc2ccc(Br)cc12 | -2 | -4 | 3 | 0 | 2 | 4 | 2 | -2 | 3
CC(=O)c1cccc(NC(=O)c2ccc3c(Cl)c4c(nc3c2)CCCC4)c1 | -2 | -8 | -2 | 4 | -7 | -5 | -12 | -5 | -3
Cc1nc(NC(=O)CSc2nncs2)c(Cl)cc1Cl | -2 | 2 | 3 | 4 | 9 | 0 | -3 | -5 | -4
O=C(Cc1ccc(-c2ccccc2)cc1)NC(c1ccccc1)c1ccccc1 | -3 | -3 | 17 | 3 | 1 | 0 | 12 | -6 | -10
CCOc1ccc(-n2c(=O)c3c(C)c(C)sc3n(CC(=O)NCc3ccco3)c2=O)cc1 | -2 | -1 | -14 | 2 | -8 | 9 | 1 | 4 | -12
CC1(C)CC(=O)C(N=Nc2cccnc2)=C(O)C1 | -1 | 0 | 4 | 5 | 10 | 6 | -9 | 4 | 3
COc1ccc(-c2cc3cc(OC)c(OC)cc3c(C)n2)cc1C | -3 | 3 | 6 | -2 | -5 | 3 | 26 | 0 | -4
CCOC(=O)C1CCCN(C(=O)c2cn(CC)c3ccc(S(=O)(=O)N4CCCC4)cc3c2=O)C1 (centres undefined) | 0 | 3 | 9 | 0 | -3 | 5 | 0 | 3 | -1
CC1(C)Cc2c(sc(N)c2C#N)C(C)(C)N1 | 5 | -3 | 4 | -5 | -2 | 4 | -6 | 5 | 5
CCOC(=O)C1=C(O)C(=O)N(c2ccc(S(N)(=O)=O)cc2)C1c1cccc([N+](=O)[O-])c1 (centres undefined) | 1 | -1 | 0 | 1 | 9 | -5 | -6 | 3 | -3
C/C(=N\NC(=S)Nc1cccc(C)c1)c1ccco1 | 1 | -3 | 3 | 2 | -11 | 13 | 8 | 2 | 9
O=C(CNc1cccc(S(=O)(=O)N2CCCC2)c1)Nc1cccc(Br)c1 | 4 | -1 | 4 | -3 | 0 | 5 | 10 | -3 | -1
O=C(COC(=O)c1sc2ccccc2c1Cl)NCC1CCCCC1 | 4 | -3 | 0 | -2 | 11 | 27* | 4 | -1 | 15
Cc1cc(Oc2ccccc2)nc(OCC#N)n1 | 4 | 1 | -5 | -1 | 5 | 3 | -8 | -2 | -2
O=C(Nc1ccc([N+](=O)[O-])cc1)N1CCCCC1 | 3 | 2 | 6 | -5 | -4 | 3 | 9 | -5 | -5
Cn1cc([N+](=O)[O-])c(C(=O)Nc2ccn(Cc3c(F)c(F)cc(F)c3F)n2)n1 | 2 | 3 | -1 | -2 | 0 | 6 | 3 | 3 | 3
C=CCN(C(=O)Nc1ccc(F)cc1)C1CC(=O)N(c2ccc(OC)cc2)C1=O (centres undefined) | -3 | 1 | 2 | -2 | 3 | 0 | -4 | 5 | -7
Cc1cc(=O)[nH]c(N/N=C/c2ccc(OC(=O)c3cccnc3)cc2)n1 | -2 | 2 | 3 | -1 | -6 | 6 | -2 | 4 | 3
Cc1ccc(S(=O)(=O)CCC(=O)N(CCCN2CCOCC2)c2nc3ccccc3s2)cc1 | 2 | 0 | 7 | -2 | -3 | -5 | -52 | 4 | 1
O=C(N/C(=C\c1ccc(Br)cc1)C(=O)N1CCOCC1)c1ccccc1Cl | 0 | -1 | -7 | 1 | -2 | 1 | 9 | -3 | 11

Some of the compounds tested; count on the stated rates, not on these rows.
